NPY-Y2 PAM-ag: human NPY-Y2 potentiation or agonism, primary screen; activation, % at 3.6 µM; P49146; AID 1359; cells expressing NPY-Y2, potentiator/agonist read-out; actives 0.45% (n = 220,000); in the data active = activation above about 27%;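 note: cells stimulated with NPY near EC25 plus isoproterenol at EC100; 0% = vehicle plus submaximal agonist and 100% = vehicle plus saturating agonist; some results beyond the cut were filed as inactive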
Target sequence (P49146 whole entry, looked up): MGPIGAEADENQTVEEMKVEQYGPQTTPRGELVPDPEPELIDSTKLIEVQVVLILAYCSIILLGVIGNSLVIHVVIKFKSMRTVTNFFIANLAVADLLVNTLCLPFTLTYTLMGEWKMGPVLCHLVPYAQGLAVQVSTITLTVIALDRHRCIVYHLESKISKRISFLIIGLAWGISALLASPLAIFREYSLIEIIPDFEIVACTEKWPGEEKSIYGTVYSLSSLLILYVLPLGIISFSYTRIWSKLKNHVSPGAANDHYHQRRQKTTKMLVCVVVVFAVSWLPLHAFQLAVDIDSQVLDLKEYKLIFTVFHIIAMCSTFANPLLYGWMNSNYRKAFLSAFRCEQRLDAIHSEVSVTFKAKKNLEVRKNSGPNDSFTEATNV
PERK inh: blocks human PERK kinase. CHO PERK-DD fusion, SEAP luminescence translation reporter. inhibition, % at 5.6 µM. actives 0.17% (n = 220,000);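 active = inhibition above the mean inhibition of all tested compounds plus 3 SD, set separately per screening campaign, cut at about 2.9% in these data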;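 note: PERK kinase domain activated by AP20187 dimerizer at 100 nM; 0% = DMSO with dimerizer and 100% = rapamycin at 8.4 µM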
Mdm2 ligase inh: blocks human Mdm2 ubiquitin ligase activity; Q00987; cell-based MDM2 ubiquitination luciferase reporter, 2 h; 0 = plate control, 100 = twice control, blank-subtracted; signal enhancement, % at 5 µM; actives 0.11% (n = 210,000); AID 1230;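 active = signal enhancement of 30% or more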;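 note: luminescence tracks abundance of the self-degrading MDM2-luciferase fusion protein; higher signal means inhibition of MDM2 E3 ligase activity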
Target sequence (Q00987 whole entry, looked up, the tested form may be a part): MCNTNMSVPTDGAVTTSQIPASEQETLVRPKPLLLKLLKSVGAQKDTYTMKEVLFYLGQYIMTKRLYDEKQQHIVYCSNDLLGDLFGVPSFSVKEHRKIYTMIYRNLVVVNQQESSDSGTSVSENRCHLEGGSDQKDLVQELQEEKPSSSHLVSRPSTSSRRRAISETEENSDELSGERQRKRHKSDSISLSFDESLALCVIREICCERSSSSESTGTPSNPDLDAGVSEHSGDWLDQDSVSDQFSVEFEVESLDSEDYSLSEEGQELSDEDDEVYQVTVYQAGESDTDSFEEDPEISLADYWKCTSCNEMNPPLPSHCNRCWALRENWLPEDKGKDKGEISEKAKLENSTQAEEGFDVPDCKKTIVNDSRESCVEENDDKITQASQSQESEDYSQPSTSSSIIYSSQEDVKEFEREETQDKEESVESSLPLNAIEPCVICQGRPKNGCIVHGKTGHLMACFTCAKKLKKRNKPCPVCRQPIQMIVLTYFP
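Test system: stable mammalian line carrying autodegrading MDM2–luciferase fusion reporter; quantity: 2000 cells in each well; times: 4 h cell settling then 2 h compound exposure, 37 °C; detection: luminescence with SteadyLite reagent, 15 min at room temperature; evaluation: percent signal gain over controls, blank-subtracted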
BaF3 tox: reduces parental Ba/F3 cell viability, JAK2V617F counter-screen; CellTiter-Glo ATP luminescence; inhibition, % at 5.6 µM; actives 1.1% (n = 220,000);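 active = inhibition above a per-campaign cutoff, the mean inhibition of all tested compounds plus 3 SD, cut at about 27% in these data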;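 note: 0% = DMSO wells and 100% = JAK Inhibitor I control wells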
eIF4E 4G PPI: blocks eIF4E binding to eIF4G; TR-FRET eIF4E-eIF4GI(517-606) binding, 2 h; inhibition, % at 21.7 µM; actives 0.37% (n = 220,000); AID 782;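 active = inhibition above about 30%, limit read from the data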;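 note: 0% = full FRET control wells and 100% = background wells lacking eIF4GI fragment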
S1P4 agonist: human S1P4 receptor agonism; actives 0.35% (n = 220,000); activation, % at 4.98 µM; S1P4-expressing cell line, agonist reporter assay; O95977; in the data active = activation above about 11%;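 note: 0% = DMSO vehicle and 100% = reference agonist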
S1P4 antagonist: antagonists of human S1P4 receptor | S1P4-expressing cells, antagonist mode, reporter read-out | inhibition, % at 4.98 µM | actives 0.26% (n = 220,000); in the data active = inhibition above about 29%;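 note: 0% = wells stimulated with agonist and 100% = vehicle wells without agonist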
Ba/F3 V617F tox: reduce viability of Ba/F3 cells dependent on JAK2V617F. Ba/F3 EpoR-JAK2V617F viability, ATP luminescence. inhibition, % at 5.6 µM. actives 1.1% (n = 220,000);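 active = inhibition above the campaign mean plus 3 SD over all tested compounds, cut at about 24% in these data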;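 note: cytokine-independent growth of Ba/F3 cells driven by EpoR plus mutant JAK2; 0% = DMSO-treated cells and 100% = JAK inhibitor I control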
Wee1 stabilizer: blocks degradation of human Wee1 kinase | P30291 | HeLa Luc-Wee1K328M stability, luciferase luminescence; 100% = proteasome inhibitor MG132 effect | reporter increase, % at 5 µM | actives 1.2% (n = 220,000);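 active = activation above the mean of all tested compounds plus 3 SD, set per screening run, cut at about 8.8% in these data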;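 note: cells exposed to compound for 20 h before luminescence read; 0% = DMSO alone and 100% = MG132 at 30 µM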
Starred values were filed as active, the others as inactive; . = not tested or not shown; [ ] = remark or other dose.

# | molecule | NPY-Y2 PAM-ag | PERK inh | Mdm2 ligase inh | BaF3 tox | eIF4E 4G PPI | S1P4 agonist | S1P4 antagonist | Ba/F3 V617F tox | Wee1 stabilizer
1 | Cn1cc2cccc([N+](=O)[O-])c2n1 | 7 | 0.3 | 0 | 7 | 9 | -0.8 | 8 | 2 | -3
2 | O=C(CN(C1CCCCC1)S(=O)(=O)c1ccccc1)NCc1cccnc1 | -4 | -0.7 | 0 | 5 | 2 | -1.2 | -4 | 1 | -3
3 | COc1ccc(Nc2ncc(C(=O)O)c3ccccc23)cc1 | -19 | 1.4 | -14 | 9 | . | 0.1 | -2 | 7 | -1
4 | Cc1ccc(Cn2nnnc2CN2CCC(NC(=O)C(C)(C)C)CC2)cc1 | 1 | 0.4 | 22 | 4 | 4 | 2.3 | -9 | -4 | -3
5 | N#Cc1c(-c2cccc(Br)c2)cc(-c2cccnc2)nc1N | 5 | 0.3 | 4 | 3 | 2 | 1.6 | -9 | -3 | -4
6 | Cc1cccc(NC(=O)CSc2nc3ccc(NC(=O)CSc4nnnn4-c4ccccc4)cc3s2)c1C | 2 | 1.1 | 0 | 3 | -12 | -1.6 | 5 | 1 | 0
7 | Cc1cccc(N2CCN(C(=O)CSc3ccsc3[N+](=O)[O-])CC2C)c1 (centres undefined) | 7 | -0.3 | 8 | 4 | -1[fluorescence artefact?] | -1.1 | 0 | 0 | 5
8 | CS(=O)(=O)Nc1ccc(C(=O)NCCC2=CCCCC2)cc1 | -4 | 1.5 | -11 | 9 | 7 | 0.9 | -7 | 1 | 6

Continued, starting with the last six of the part before.
# | molecule | NPY-Y2 PAM-ag | PERK inh | Mdm2 ligase inh | BaF3 tox | eIF4E 4G PPI | S1P4 agonist | S1P4 antagonist | Ba/F3 V617F tox | Wee1 stabilizer
3 | COc1ccc(Nc2ncc(C(=O)O)c3ccccc23)cc1 | -19 | 1.4 | -14 | 9 | . | 0.1 | -2 | 7 | -1
4 | Cc1ccc(Cn2nnnc2CN2CCC(NC(=O)C(C)(C)C)CC2)cc1 | 1 | 0.4 | 22 | 4 | 4 | 2.3 | -9 | -4 | -3
5 | N#Cc1c(-c2cccc(Br)c2)cc(-c2cccnc2)nc1N | 5 | 0.3 | 4 | 3 | 2 | 1.6 | -9 | -3 | -4
6 | Cc1cccc(NC(=O)CSc2nc3ccc(NC(=O)CSc4nnnn4-c4ccccc4)cc3s2)c1C | 2 | 1.1 | 0 | 3 | -12 | -1.6 | 5 | 1 | 0
7 | Cc1cccc(N2CCN(C(=O)CSc3ccsc3[N+](=O)[O-])CC2C)c1 (centres undefined) | 7 | -0.3 | 8 | 4 | -1[fluorescence artefact?] | -1.1 | 0 | 0 | 5
8 | CS(=O)(=O)Nc1ccc(C(=O)NCCC2=CCCCC2)cc1 | -4 | 1.5 | -11 | 9 | 7 | 0.9 | -7 | 1 | 6
9 | CCNc1[nH]c(=O)n(C)c(=O)c1N=O | -7 | 0.0 | -27 | 5 | 7 | 2.4 | -16 | 1 | -1
10 | CCOC(=O)c1c(NC(=O)CSc2nnc(-c3cccnc3)o2)sc(C)c1C | -6 | -1.2 | -2 | 0 | 5[fluorescence artefact?] | -1.4 | -6 | -1 | -4
11 | COc1ccccc1Nc1ncc(-c2cccs2)s1 | 18 | -0.6 | -8 | -1 | -7 | -1.6 | 3 | -3 | 0
12 | Cc1cc(-c2ccc(N3C(=O)CCC3=O)c(C)c2)ccc1N1C(=O)CCC1=O | -9 | 0.1 | -7 | 4 | 6 | 1.4 | 7 | 3 | -4
13 | CCOc1ccc(CCNC(=O)CSc2nnnn2C)cc1OCC | 9 | 0.4 | 0 | 3 | 0 | 2.2 | 9 | 0 | 0
14 | NS(=O)(=O)c1ccc(NC2=CC(c3ccc([N+](=O)[O-])cc3)N(c3ccc(S(N)(=O)=O)cc3)C2=O)cc1 (centres undefined) | 6 | 0.2 | -15 | -4 | 6 | -0.1 | 21 | 2 | 2
15 | CCC(C(=O)NC1CCCC1)N(C(=O)Cn1nnc(-c2cccs2)n1)c1cnc2ccccc2c1 (centres undefined) | -3 | 0.0 | -21 | -2 | -9 | -1.4 | 3 | 3 | 5
16 | O=C(NCC1CCCO1)C1CCN(S(=O)(=O)c2cccnc2)CC1 (centres undefined) | 4 | 0.6 | -19 | 4 | -1 | 0.8 | -3 | 3 | 2

New compounds follow
# | molecule | NPY-Y2 PAM-ag | PERK inh | Mdm2 ligase inh | BaF3 tox | eIF4E 4G PPI | S1P4 agonist | S1P4 antagonist | Ba/F3 V617F tox | Wee1 stabilizer
17 | O=C(O)/C=C\C(=O)Nc1ccc(OCc2ccccc2)cc1 | -2 | 1.1 | -14 | 12 | -2 | 2.3 | 25 | -2 | 2
18 | CCN1CCN(c2cc(=O)n(Cc3ccc(F)cc3)c(=O)[nH]2)CC1 | 8 | 0.4 | 4 | 7 | 2 | 0.4 | 4 | 3 | 1
19 | COC(=O)Nc1snnc1C | -14 | 1.0 | -9 | 0 | -5 | 3.2 | -14 | -2 | -2
20 | Cc1ccccc1CC1(CO)CCCN(C(=O)c2ccc(F)cc2)C1 (centres undefined) | 2 | 0.5 | -10 | 5 | 3 | 1.0 | -17 | 0 | -2
21 | Cc1cc(C)n(-c2cc(C(C)(C)C)nc3c(-c4ccccc4)cnn23)n1 | -18 | 0.9 | -8 | 3 | -3 | 1.2 | 0 | -1 | 2
22 | COc1ccc(NC(=O)c2ccc(NCCCN3CCOCC3)c([N+](=O)[O-])c2)cc1 | 11 | 0.3 | 4 | 2 | 0[fluorescence artefact?] | 5.4 | -7 | -1 | 2
23 | COc1ccc(NC(=O)/C=C/c2cc(OC)c(OC)c(OC)c2)cn1 | 0 | 0.0 | 0 | 3 | 4 | -0.6 | -1 | -1 | 7
24 | COc1ccc(CNC(=O)c2ccc(C(C)C)cc2)cc1 | -9 | -0.8 | -6 | 9 | -2 | 2.2 | 11 | 5 | 2

Continuation.
# | molecule | NPY-Y2 PAM-ag | PERK inh | Mdm2 ligase inh | BaF3 tox | eIF4E 4G PPI | S1P4 agonist | S1P4 antagonist | Ba/F3 V617F tox | Wee1 stabilizer
25 | O=C(CCNc1ccc(F)cc1)c1cc2ccccc2o1 | -2 | 0.3 | 0 | 3 | -4 | 1.9 | -11 | -2 | 2
26 | CC1(C)CC(=O)C(C(C2=C(O)CC(C)(C)CC2=O)c2ccc(Br)s2)C(=O)C1 (centres undefined) | 6 | 1.0 | -20 | 4 | 7[fluorescence artefact?] | 0.8 | -13 | -3 | -2
27 | O=C(c1cccc2ccccc12)n1nnc2ccccc21 | 2 | 1.0 | . | -1 | . | -0.9 | 14 | -4 | 2
28 | CCCCN(CC)CCCNC(=S)Nc1ccc2nc3n(c(=O)c2c1)CCCCC3 | -2 | 0.1 | 9 | 4 | 0 | 0.6 | 1 | -3 | -3
29 | Cc1cc(C)c(OCCN2CC(C)OC(C)C2)c(Br)c1 (centres undefined) | -17 | 0.8 | -35 | 0 | 3 | 0.7 | 0 | -2 | 2
30 | NNC(=O)Cn1c(-c2ccccc2)cc(=O)n2ncnc12 | 0 | -0.1 | 1 | 2 | 2 | -1.4 | -1 | -3 | -2
31 | O=C(COC(=O)CCc1nc2ccccc2c(=O)[nH]1)NC(c1ccccc1)c1ccccc1 | -4 | 1.3 | . | -3 | -7 | -0.4 | -1 | -4 | 2
32 | O=[N+]([O-])c1ccc(-n2nnnc2CN2CCCCC2)cc1 | 1 | -0.6 | -8 | 5 | -3 | -0.2 | 6 | 2 | -2

(next part)
# | molecule | NPY-Y2 PAM-ag | PERK inh | Mdm2 ligase inh | BaF3 tox | eIF4E 4G PPI | S1P4 agonist | S1P4 antagonist | Ba/F3 V617F tox | Wee1 stabilizer
33 | CCOC(=O)CCSc1nnc(-c2cccnc2)n1-c1ccccc1OC | 10 | 0.1 | -31 | 4 | -5[fluorescence artefact?] | 0.9 | -19 | -1 | 7
34 | Cc1ccc(C(=O)Nc2ncnc3sc4c(c23)CCCCC4)cc1 | -18 | -0.8 | -21 | 4 | -11[fluorescence artefact?] | 0.4 | 7 | 3 | -1
35 | COc1ccccc1N(CC(=O)NCc1ccccc1)C(=O)CCC(=O)Nc1ccccn1 | 7 | -0.5 | . | 2 | 0 | -0.4 | -12 | 1 | -2
36 | Cc1ccc(-n2c(CSc3nc(C)cc(C)n3)nnc2SCC(=O)NCc2ccco2)cc1 | 1 | 0.3 | -15 | 4 | 0 | 0.1 | -14 | -1 | -1
37 | COc1ccc(Cl)cc1NC(=O)NC1CCCCC1 | -5 | 0.9 | -5 | 6 | 2 | -4.0 | -6 | -4 | -2
38 | CS(=O)(=O)N1CCN(c2ccc([N+](=O)[O-])c(N3CCOCC3)c2)CC1 | 11 | 1.1 | -8 | 9 | -2 | 0.4 | -2 | 2 | -1
39 | O=C(N/N=C/c1ccc(OCC2COCCO2)cc1)c1ccc(Br)cc1 (centres undefined) | 0 | 1.5 | -4 | 4 | 2 | -0.4 | 7 | 2 | 11*
40 | CCOC(=O)c1c(NC(=O)COC(=O)c2ccc(O)cc2)sc(C(=O)N(C)C)c1C | -19 | 0.8 | -5 | 4 | -3 | -0.4 | -1 | 0 | 1

(further entries)
# | molecule | NPY-Y2 PAM-ag | PERK inh | Mdm2 ligase inh | BaF3 tox | eIF4E 4G PPI | S1P4 agonist | S1P4 antagonist | Ba/F3 V617F tox | Wee1 stabilizer
41 | COc1ccc(NC(=S)N2c3ccccc3CC2C)cc1OC (centres undefined) | 2 | 0.7 | -8 | 2 | -2 | 0.2 | 2 | -2 | 1
42 | O=C(N1CCN(c2cccc(Cl)c2)CC1)C1(S(=O)(=O)c2ccc(Cl)cc2)CC1 | -10 | -0.2 | -21 | 3 | 1 | 0.2 | -2 | -1 | 4
43 | Nc1ncnc2c1ncn2C1CCC(CO)C(O)C1 (centres undefined) | -9 | 1.1 | -7 | 6 | -2 | 1.6 | -25 | 1 | 5
44 | Cc1cc(Nc2ccccc2)c2c([N+](=O)[O-])ccc(C)c2n1 | -6 | 1.1 | 9 | 10 | 14 | -0.9 | 8 | 4 | 2
45 | O=S(=O)([N-]c1nc2ccccc2nc1-n1cc[n+](Cc2ccccc2)c1)c1ccccc1 | -22 | 0.2 | 1 | 0 | -3 | -2.1 | 2 | 3 | -3
46 | CC(=O)OCc1c(C(F)(F)F)nn(C)c1Oc1cccc(C(F)(F)F)c1 | 2 | 0.5 | -9 | 10 | 4 | 0.3 | -4 | 2 | 2
47 | O=c1c(Cl)c(Cl)cnn1-c1ccccc1 | 2 | -0.4 | -13 | -8 | -3 | 2.2 | 101* | -1 | 1
48 | CCc1nc2sc3ccccc3c(=O)c2c(=O)n1Cc1ccco1 | 1 | -0.2 | -11 | 3 | 19[fluorescence artefact?] | 0.5 | -24 | -2 | -1

From PubChem
